Assay outcomes (PubChem)
TNAP inh noacc: inhibitors of human TNAP without phosphate acceptor. purified TNAP, CDP-star luminescence, 30 min. inhibition, % at 20 µM. 0.26% of 200,000 active. P05186;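 active means tissue-nonspecific alkaline phosphatase inhibition above about 50% at 20 µM in the single-dose screen, limit read from the data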;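 further: 0% = DMSO negative control and 100% = EDTA positive control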
Target sequence (P05186 whole entry, looked up): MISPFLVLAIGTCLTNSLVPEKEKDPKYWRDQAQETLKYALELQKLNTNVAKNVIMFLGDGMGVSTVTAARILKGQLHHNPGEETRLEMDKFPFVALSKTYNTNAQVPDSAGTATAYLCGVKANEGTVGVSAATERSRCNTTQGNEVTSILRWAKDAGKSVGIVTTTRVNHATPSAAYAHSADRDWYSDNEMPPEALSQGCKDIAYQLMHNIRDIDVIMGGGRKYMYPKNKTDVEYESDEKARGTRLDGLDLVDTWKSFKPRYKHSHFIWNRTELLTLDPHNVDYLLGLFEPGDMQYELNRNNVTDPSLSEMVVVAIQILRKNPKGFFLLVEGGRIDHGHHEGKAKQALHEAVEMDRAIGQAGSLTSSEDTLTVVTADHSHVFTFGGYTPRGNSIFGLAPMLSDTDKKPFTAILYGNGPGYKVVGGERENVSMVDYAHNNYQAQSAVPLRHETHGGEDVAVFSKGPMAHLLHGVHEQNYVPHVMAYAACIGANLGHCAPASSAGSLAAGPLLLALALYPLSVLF
PPARg SRC2 recr: promotes SRC-2 coactivator recruitment by human PPARgamma; PPARgamma LBD-SRC-2 recruitment, biochemical; activation, % at 8 µM; 0.34% of 200,000 active; in the data active means activation above about 22%;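 further: 0% = vehicle and 100% = reference agonist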
Target sequence (P37231 whole entry, looked up, the tested form may be a part): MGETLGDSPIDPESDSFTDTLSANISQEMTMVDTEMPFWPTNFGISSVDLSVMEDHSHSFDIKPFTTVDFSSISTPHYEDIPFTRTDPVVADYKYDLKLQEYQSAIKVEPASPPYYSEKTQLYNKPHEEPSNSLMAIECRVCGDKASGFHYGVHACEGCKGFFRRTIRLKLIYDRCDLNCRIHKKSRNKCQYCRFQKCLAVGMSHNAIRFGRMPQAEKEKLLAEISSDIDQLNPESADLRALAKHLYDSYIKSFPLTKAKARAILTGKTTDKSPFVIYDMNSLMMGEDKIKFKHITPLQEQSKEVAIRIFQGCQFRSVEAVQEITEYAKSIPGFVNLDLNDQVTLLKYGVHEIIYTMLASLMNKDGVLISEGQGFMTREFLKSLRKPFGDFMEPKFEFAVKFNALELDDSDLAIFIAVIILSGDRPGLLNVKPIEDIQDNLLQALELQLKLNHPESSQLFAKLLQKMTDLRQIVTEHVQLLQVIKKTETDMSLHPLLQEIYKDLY
PPARg SRC-1 ag: promotes SRC-1 coactivator recruitment by human PPARgamma; P37231; PPARgamma-SRC-1 coactivator recruitment biochemical assay; activation, % at 8 µM; 0.41% of 200,000 active; AID 631; in the data active means activation above about 19%;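 further: 0% = DMSO and 100% = reference agonist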
TNAP inh hiacc: blocks human TNAP under high phosphate acceptor concentration. P05186. purified TNAP, CDP-star luminescence, 1 M DEA. inhibition, % at 20 µM. 0.03% of 200,000 active. AID 1135;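 active means over 50% inhibition of tissue-nonspecific alkaline phosphatase at 20 µM in the single-dose screen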;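 further: plate controls were DMSO wells for no effect and EDTA-quenched wells as full inhibition for full effect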
TNAP act hiacc: activators of human TNAP at high phosphate acceptor concentration. activation factor at 20 µM. P05186. purified TNAP, CDP-star luminescence, 1 M DEA, 30 min; stronger effect = higher value; 0 = EDTA background, 1 = DMSO-only activity. AID 1136. 200,000 tested, under 10 active;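 active means activation factor at least 2 at 20 µM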
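Dosing: 20 µM single point. System: human TNAP. Amount: TNAP 1/800 final. Incubation: 30 min, room temperature. Read-out: TNAP activation factor scaled between EDTA and DMSO control wells. Signal: luminescence from CDP-star hydrolysis. Medium: 1 M DEA, pH 9.8, Mg2+, Zn2+. Control set: EDTA negative control, DMSO positive control.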
TR-FRET SRC-2 ct: TR-FRET artefact, counter-screen to PPARgamma/SRC-2 agonist assay. stronger effect = higher value. TR-FRET ratio at 8 µM. 0.4% of 200,000 active. AID 1049; in the data active means TR-FRET ratio above about 2000; further: inactives centre near 1500
bIAP act: increases bovine intestinal alkaline phosphatase activity. AID 1016. purified bovine IAP, CDP-star luminescence, 30 min; stronger effect = higher value; fold of DMSO-control signal, blank-subtracted. 0.17% of 200,000 active. activation factor at 20 µM;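 active means activation factor of 2 or more at 20 µM, a signal rise over negative controls twice the positive control's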
Efa HMGR inh: blocks class II HMG-CoA reductase of Enterococcus faecalis. AID 1066. 0.41% of 190,000 active. inhibition, % at 10 µM. purified E. faecalis HMGR, NADPH absorbance 340 nm kinetic;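 active means inhibition above a set limit, the median over all tested compounds plus 3 SD, cut at about 9.5% in these data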;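 further: enzyme runs in reverse so mevalonate oxidation gives rising NADPH absorbance; 0% = complete reaction with DMSO and 100% = background rate lacking mevalonate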
bIAP inh: intestinal alkaline phosphatase (bovine) inhibition | inhibition, % at 20 µM | purified bovine IAP, CDP-star luminescence, 30 min | AID 1019 | 190,000 tested, under 10 active;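 active means over 50% inhibition of intestinal alkaline phosphatase at 20 µM in the single-dose screen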
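System: purified bovine intestinal alkaline phosphatase (IAP) enzyme; Input: IAP diluted 1/65,000,000 in the well; Measured by: CDP-star luminescence signal; Compound dosing: 20 µM single dose; Incubation: 30 min reaction at room temperature.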
PPARg SRC-3 ag: promotes SRC-3 coactivator recruitment by human PPARgamma | 0.26% of 200,000 active | P37231 | activation, % at 8 µM | biochemical PPARgamma/SRC-3 coactivator recruitment assay | AID 731; in the data active means activation above about 23%;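 further: 0% = DMSO and 100% = reference agonist; some compounds past the cut are filed as inactive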
* marks the source's active call; other numbers are inactive results. Not a hit list; about 1.6% have a hit in one of these screens.

SMILES	TNAP inh noacc	PPARg SRC2 recr	PPARg SRC-1 ag	TNAP inh hiacc	TNAP act hiacc	TR-FRET SRC-2 ct	bIAP act	Efa HMGR inh	bIAP inh	PPARg SRC-3 ag
COc1ccc(C(=O)N/N=C/c2ccc3cccc(OCc4ccccc4)c3n2)cc1	19.3	2.3	-4.1	0.1	1	1383	0.9	-0.3	13.5	-5.8
CCC(C)(C)c1ccc(Oc2ccc(N)cc2)cc1	-6.1	4.0	-0.8	0.2	1	1623	0.8	-3.6	21.7	4.4
N#Cc1nc(COc2ccccc2)oc1N1CCC(Cc2ccccc2)CC1	-0.1	-0.6	3.6	-5.0	1.1	1646	0.9	-0.5	14.6	9.4
COCc1cc(C)[nH]c(=O)c1C#N	-15.9	-3.5	-6.2	-7.5	1.1	1499	1	1.2	4.2	7.2
O=C(c1cc(F)ccc1F)C1CCCN(C(=O)c2ccco2)C1 (stereo not given)	-8.9	3.0	-0.5	-7.6	1.1	1731	0.9	0.7	10.6	4.2
Brc1ccc(/C=N/Nc2ccccc2)cc1	-6.1	2.7	0.0	-1.3	1	1582	0.9	-1.1	6.6	1.6
CCCOc1ccc(C(=O)CCN2CCCCC2)cc1	1.5	-4.3	5.7	1.9	1	1519	1.2	0.0	-16.3	11.1
COc1ccc(NC(=O)C2CCC(CNS(=O)(=O)c3cccs3)CC2)cc1 (stereo not given)	-3.2	4.2	4.4	0.6	1	1652	1.1	-7.0	-5.7	0.7
COc1ccc(C(CC(=O)N2CCCCC2)NC(=O)C(F)(F)F)cc1 (stereo not given)	-6.3	2.5	11.1	-6.2	1.1	1543	1	0.7	1.7	-1.0
CC(=O)Nc1cc2c(=O)n(Cc3ccccc3)c(C)nc2cc1N1CCOCC1	-8.8	3.8	10.1	-3.6	1	1708	0.9	-3.7	5.9	-8.7
O=C(N1CCOCC1)N1CCN(c2ccc(F)cc2)CC1	-6.0	6.3	7.4	-6.4	1.1	1511	0.8	4.6	15.8	3.1
O=C1C(Cl)=C(N2CCOCC2)C(=O)N1CCc1ccccc1	-8.7	11.1	-0.4	-0.6	1	1423	0.9	-0.1	13.0	0.9
COc1ccc(C2CC(c3cccs3)=Nc3ccccc3S2)cc1OC (stereo not given)	-1.1	0.9	-2.7	3.6	1	1465	1.2	-0.6	-17.9	9.9
N#Cc1ccc(COc2ccc(CCO)cc2-n2nc3ccccc3n2)cc1	-1.1	12.8	12.5	0.1	1	1772	1	-4.6	1.3	2.4
COCCNC(=O)c1cc2ncc(Br)cn2n1	-14.9	2.5	2.9	-10.4	1.1	1329	1	-3.7	0.9	-7.8
O=C1CCN(C(=O)Nc2cccc(Cl)c2)N1	-9.7	11.4	2.6	-4.7	1	1453	0.9	-4.1	9.1	0.8
CN(Cc1ccco1)S(=O)(=O)c1ccc2c(c1)CCN2C(=O)CCC(=O)O	-4.1	3.5	1.8	-1.5	1	1478	1	2.8	0.9	2.0
CCOC(=O)Cn1c(=O)n(CC(=O)OCC)c2ccccc21	-8.2	-2.0	-1.4	1.6	1	1378	1	-4.9	-0.5	8.9
Brc1ccc(-c2nc3ncccn3c2Nc2ccc3c(c2)OCCO3)o1	-12.2	6.9	9.8	-0.5	1	1663	1	0.5	0.6	7.4
COc1cc(C#N)ccc1OCC(=O)Nc1ccc(C)c(S(=O)(=O)N2CCOCC2)c1	-17.8	1.9	-7.4	-4.8	1	1278	0.9	2.3	5.7	-3.7
CCOc1cc(C2Nc3ccccc3C(=O)N2c2ccccc2)c(Br)cc1OCC(=O)O (stereo not given)	-12.2	-1.5	7.7	-3.7	1	1405	1.2	-1.5	-17.5	1.0
Cc1cccc(C(=O)Nc2cccc(C(=O)N3CCOCC3)c2)c1	-11.4	-2.1	-0.8	-8.6	1.1	1860	1	-0.5	2.2	-2.9
CN(CC(=O)Nc1ccccc1N1CCOCC1)S(=O)(=O)c1ccc(F)cc1	-49.8	3.9	1.9	1.7	1	1568	1	-5.8	1.3	-2.5
CCN(CC)CCCNC(=O)Cn1nc(-c2ccccc2)ccc1=O	-4.5	-7.8	2.2	-0.1	1	1614	1	-0.3	0.9	7.4
CCN(CC)C(=O)CSc1nnc(-c2ccccc2)o1	-10.9	10.1	6.7	-6.3	1.1	1451	0.9	0.3	9.1	-8.8

The last 5 records of the section before lead into the next.
SMILES	TNAP inh noacc	PPARg SRC2 recr	PPARg SRC-1 ag	TNAP inh hiacc	TNAP act hiacc	TR-FRET SRC-2 ct	bIAP act	Efa HMGR inh	bIAP inh	PPARg SRC-3 ag
CCOc1cc(C2Nc3ccccc3C(=O)N2c2ccccc2)c(Br)cc1OCC(=O)O (stereo not given)	-12.2	-1.5	7.7	-3.7	1	1405	1.2	-1.5	-17.5	1.0
Cc1cccc(C(=O)Nc2cccc(C(=O)N3CCOCC3)c2)c1	-11.4	-2.1	-0.8	-8.6	1.1	1860	1	-0.5	2.2	-2.9
CN(CC(=O)Nc1ccccc1N1CCOCC1)S(=O)(=O)c1ccc(F)cc1	-49.8	3.9	1.9	1.7	1	1568	1	-5.8	1.3	-2.5
CCN(CC)CCCNC(=O)Cn1nc(-c2ccccc2)ccc1=O	-4.5	-7.8	2.2	-0.1	1	1614	1	-0.3	0.9	7.4
CCN(CC)C(=O)CSc1nnc(-c2ccccc2)o1	-10.9	10.1	6.7	-6.3	1.1	1451	0.9	0.3	9.1	-8.8
O=C(O)C1CC=CCC1C(=O)Nc1ccccc1 (stereo not given)	-7.4	3.2	-0.6	1.6	1	1438	1.1	-0.4	-6.9	-4.0
CCN(CC)C(=O)CN(c1cc2c(cc1OC)oc1ccccc12)S(=O)(=O)c1ccc(C)cc1	-6.2	6.6	2.5	-5.1	1.1	1582	1.1	-0.7	-7.7	6.5
CCOC(=O)N1CCC(N2C(=O)c3ccccc3C2Nc2ccc(Cl)cn2)CC1 (stereo not given)	-2.7	6.7	1.1	2.3	1	1633	1	-9.2	-0.2	-8.1
O=S(=O)(c1ccc(Cl)cc1)c1cnc2ccccc2n1	-3.9	6.7	4.3	-1.0	1	1725	1.1	-5.0	-6.0	1.4
COc1ccc(-c2nnc(SCC3CCCO3)n2C)cc1 (stereo not given)	-6.8	-1.8	-5.4	1.1	1	1526	1	-3.7	-0.7	-2.0
COc1ccc([N+](=O)[O-])cc1/C=N/Nc1nn[nH]n1	-11.5	9.2	0.9	-2.9	1	1696	1.1	-2.6	-8.9	-4.5
CC(=O)n1cc([C@H]2C=C(C(=O)NCc3ccccc3)O[C@@H](OCc3ccc(CO)cc3)C2)c2ccccc21	-5.2	2.1	13.7	1.4	1	1711	1.2	-1.5	-17.7	3.4
O=C(CCS(=O)(=O)c1ccccc1)Nc1nc2c(s1)COc1ccccc1-2	-8.0	11.6	8.1	-4.0	1	1602	0.9	-7.3	13.9	3.1
Cc1nc(N2CCN(S(=O)(=O)c3cccc4nonc34)CC2)c2c3c(sc2n1)CCCC3	-0.2	-0.6	3.7	0.6	1	1675	1	2.3	-0.6	-2.3
Cc1ccc(-c2[nH]nc3c2C(C)C(C#N)=C(N)O3)cc1 (stereo not given)	12.9	4.3	3.0	-3.4	1	1597	1	-6.3	-4.1	5.2
O=C(O)COc1ccc(-c2nnn(Cc3ccccc3F)n2)cc1	-7.1	10.1	-3.3	-4.9	1	1719	1	-2.9	0.0	8.2
COc1cccc(CNC(=O)CC2C(=O)NCCN2Cc2ccoc2)c1OC (stereo not given)	-11.2	1.3	0.6	-3.5	1	1504	1.1	-3.0	-6.3	1.2
COC(=O)C1=C(C(=O)OC)C2C(C)=CC(C)=CN2C(C(=O)OC)=C1C(=O)OC (stereo not given)	-9.2	-2.2	4.9	-7.4	1.1	1537	0.9	4.3	8.9	2.6
Cc1ccc(/C=C(\NC(=O)c2ccc(C)cc2)C(=O)NCCCn2ccnc2)cc1	-3.5	1.0	-3.2	-3.0	1	1499	1.2	9.4	-19.6	4.2
COc1ccc(CCNC(=O)Nc2ccc([N+](=O)[O-])cc2)cc1OC	5.7	0.8	-3.0	-3.2	1	1287	1	-0.6	-0.6	-1.0
CCNC(=O)CSc1nnc(C2CC2)n1-c1ccccc1	-12.4	7.4	-2.2	-5.3	1.1	1447	0.9	-4.3	11.2	-3.5
CC1SC(=NC(=O)C(C)N2C(=O)c3ccccc3C2=O)NC1=O (stereo not given)	-11.1	4.5	9.7	-3.6	1	1680	1	-9.1	3.2	-4.0
Cc1ccc(-n2cc(CNCCN3CCOC3=O)c(-c3cccc(C)c3)n2)cc1	-9.3	1.4	2.8	-8.3	1.1	1595	1.4	-5.0	-35.1	4.9
Cn1ccnc1SCC(=O)N1CCN(S(=O)(=O)c2ccccc2)CC1	-10.6	3.3	4.0	-3.4	1	1698	1.2	-3.6	-23.4	1.1
COC(=O)c1c(N2C(=O)Nc3ccccc3N2O)sc(C)c1C	-6.6	2.1	3.0	1.5	1	1572	1	6.2	0.9	0.9
Cc1cc(=O)n2c3c(sc2n1)C(=O)N(Cc1ccccc1)C3=O	-8.1	9.0	12.3	-3.6	1	1478	1	-2.8	-0.8	10.4
Cc1cc(C)c([N+](=O)[O-])cc1-c1ccc(/C=N/c2c(-c3ccco3)nc3ccccn23)o1	25.8	7.0	15.7	25.5	0.7	1442	0.6	-0.1	44.6	22.9
O=C(NCCCn1ccnc1)c1cc(S(=O)(=O)N2CCOCC2)c(Cl)cc1Cl	-1.4	3.6	6.3	-0.4	1	1579	1.1	-1.2	-12.2	1.8
CCC(=O)Nc1cccc(NC(=S)NC(=O)c2ccccc2)c1	1.2	-1.2	0.6	-8.8	1.1	1547	1	-2.6	-4.6	-6.4
CCOc1ccc(-n2nnnc2-c2nc3ccccc3s2)cc1	-11.5	1.1	9.4	0.7	1	1537	0.9	-2.6	7.5	1.0
Cc1ccc(N(C(=O)C2CCCC2)C2C=CS(=O)(=O)C2)cc1 (stereo not given)	-8.7	-0.2	0.9	-2.7	1	1587	0.9	-4.2	14.6	8.2
COc1cccc(C(=O)NCCCn2ccnc2)c1	-2.3	-4.8	3.4	4.5	1	1615	1	0.9	-0.2	1.8
O=C(c1ccccc1SCc1ccccc1)N1CCCCCC1	-0.7	4.2	10.0	-0.4	1	1530	1.1	-4.4	-14.6	1.3
NCCCCCc1nnc(SCc2cccc(Cl)c2)o1	-14.5	-0.8	0.4	-7.5	1.1	1598	0.8	-0.2	15.2	-2.2

Single records (already shown). Values in the order: TNAP inh noacc	PPARg SRC2 recr	PPARg SRC-1 ag	TNAP inh hiacc	TNAP act hiacc	TR-FRET SRC-2 ct	bIAP act	Efa HMGR inh	bIAP inh	PPARg SRC-3 ag
`O=C(O)COc1ccc(-c2nnn(Cc3ccccc3F)n2)cc1` across the screens: -7.1	10.1	-3.3	-4.9	1	1719	1	-2.9	0.0	8.2
`COc1cccc(CNC(=O)CC2C(=O)NCCN2Cc2ccoc2)c1OC` (stereo not given) across the screens: -11.2	1.3	0.6	-3.5	1	1504	1.1	-3.0	-6.3	1.2
